# EPAC1 agonist – activates human EPAC1 exchange factor; O95398; EPAC1 agonist qHTS, biochemical assay; response scale: 100% = response to 6.5 mM cAMP; Potency, µM (doses to about 154 µM), inactives show top-dose activation, hits mostly activators; 0.073% of 360,000 active; AID 720707; note: nearly all actives have a fitted effect of over 60% in size
# Target sequence (O95398 whole entry, looked up): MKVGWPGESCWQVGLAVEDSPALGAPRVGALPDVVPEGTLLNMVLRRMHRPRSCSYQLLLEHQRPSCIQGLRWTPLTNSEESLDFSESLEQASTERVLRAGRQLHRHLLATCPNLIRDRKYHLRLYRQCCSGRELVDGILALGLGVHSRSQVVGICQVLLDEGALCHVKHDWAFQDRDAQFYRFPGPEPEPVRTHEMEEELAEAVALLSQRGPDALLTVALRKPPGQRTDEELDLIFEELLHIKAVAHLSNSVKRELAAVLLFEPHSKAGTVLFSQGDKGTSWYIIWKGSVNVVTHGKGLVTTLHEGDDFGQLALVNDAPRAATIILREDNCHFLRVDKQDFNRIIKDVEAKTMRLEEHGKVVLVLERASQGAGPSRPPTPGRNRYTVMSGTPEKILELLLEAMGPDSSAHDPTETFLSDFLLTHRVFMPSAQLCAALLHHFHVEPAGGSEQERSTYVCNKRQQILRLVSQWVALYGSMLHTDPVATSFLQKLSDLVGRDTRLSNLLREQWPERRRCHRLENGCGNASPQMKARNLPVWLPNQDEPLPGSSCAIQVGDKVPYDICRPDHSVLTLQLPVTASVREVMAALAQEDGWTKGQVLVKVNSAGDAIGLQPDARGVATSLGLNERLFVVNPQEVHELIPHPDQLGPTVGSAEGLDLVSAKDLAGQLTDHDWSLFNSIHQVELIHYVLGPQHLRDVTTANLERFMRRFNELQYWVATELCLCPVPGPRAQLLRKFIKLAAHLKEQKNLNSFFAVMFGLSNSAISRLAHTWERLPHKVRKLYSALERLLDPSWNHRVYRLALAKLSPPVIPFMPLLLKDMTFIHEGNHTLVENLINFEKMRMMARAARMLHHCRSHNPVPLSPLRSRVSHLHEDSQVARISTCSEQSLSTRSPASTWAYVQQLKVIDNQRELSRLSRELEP
#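 Multi-concentration qHTS readout: loss of Rap1B-bound BODIPY-GDP fluorescence driven by 100 nM EPAC1 with excess GDP (50 uM), monitored kinetically at room temperature; agonist response expressed relative to 6.5 mM cAMP.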
# FUS yeast rescue – suppressors of FUS proteinopathy in yeast. S. cerevisiae FUS-expressing, growth rescue, OD600, 24 h. Potency, µM (highest dose often 76.6 µM), without a hit: top-dose growth rescue (activation), actives largely listed as activators. 0.24% of 390,000 active. AID 1347120;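 note: plate controls were DMSO vehicle for no effect and reference control for full effect; nearly all actives have a fitted effect of over 55% in size; some results filed as inactive show a strong effect at the top dose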
#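 Yeast FUS proteinopathy model; galactose-induced FUS (2%), starting OD 0.005. Cpds in dilution series, 24hr, 30C, 99% humidity. Abs 600 nm growth. Pos ctrl CP55940 (top 92uM final); neg ctrl DMSO.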
# aSyn rescue – alpha-synuclein toxicity inhibition in yeast; Yeast expressing alpha-synuclein, growth rescue, BacTiter-Glo, 24 h; Potency, µM (titrated, usually from 46.1 µM), for the others: at the top dose growth rescue (activation), most hits filed as activators; 0.14% of 370,000 active; AID 652106; note: % of control where 0% means no effect; nearly all actives have a fitted effect of over 65% in size
#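 Readout is rescue of growth in alpha-synuclein-expressing yeast, so inhibitors of toxicity appear as activators. Growth after 24 hr at 30 deg C in galactose medium is quantified by luminescence.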
# TDP-43 yeast inh – inhibitors of TDP-43 toxicity in yeast; TDP-43 expressing yeast growth rescue, BacTiter-Glo, 24 h; Potency, µM (titrated, usually from 46.1 µM), without a hit: top-dose growth rescue (activation), usual class: activators; 1.8% of 410,000 active; AID 652104; note: % of control where 0% means no effect; nearly all actives have a fitted effect of over 50% in size
#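 Yeast expressing TDP-43 (pregrown in raffinose, seeded at OD600=0.02 in galactose medium) exposed to compounds 24 hr at 30 deg C. Growth read by BacTiter-Glo luminescence; rescue of toxicity appears as increased signal.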
# EPAC2 antagonist – blocks human EPAC2 exchange factor; EPAC2 GEF exchange of Rap1B-BODIPY-GDP, fluorescence; 0.18% of 360,000 active; Potency, µM (titrated, usually from 114 µM), inactives show at the top dose activity, negative = inhibition, hits mostly inhibitors; Q8WZA2; note: % is set by controls: 0 for no effect and ±100 for the full control effect; nearly all actives have a fitted effect of over 45% in size; many of its hits are not listed in these tables
# EPAC1 antagonist – antagonists of human EPAC1. AID 720709. Potency, µM (top dose mostly 115 µM), inactives show at the top dose activity change, negative = inhibition, actives largely listed as inhibitors. 0.14% of 360,000 active. EPAC1 GEF assay, Rap1b-BODIPY-GDP exchange fluorescence;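 note: plate controls were vehicle for no effect and positive control for full effect; nearly all actives have a fitted effect of over 50% in size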
# EPAC2 ag – agonists of human EPAC2 (RAPGEF4). Q8WZA2. EPAC2 activation, biochemical qHTS; response scale: 100% = 6.5 mM cAMP response. Potency, µM (series often up to 154 µM), for inactives: at the top dose activation, hits mostly activators. 0.079% of 360,000 active. AID 720711; note: nearly all actives have a fitted effect of over 50% in size
#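 Fluorescence exchange assay: 100 nM EPAC2 with 250 nM RAP1B-BODIPY-GDP and 50 uM GDP; compounds tested as a concentration-titration series (qHTS). Loss of Rap1-bound BODIPY-GDP fluorescence read at 480/540 nm; data normalized to 6.5 mM cAMP.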
# PTHR1 ag – agonists of human PTHR1 parathyroid hormone receptor; Q03431; HEK293 GP2 PTHR1 cells, GloSensor cAMP luminescence, 1 h; Potency, µM (top dose mostly 115 µM), for inactives: at the top dose activation, actives largely listed as activators; 0.075% of 410,000 active; AID 743266; note: nearly all actives have a fitted effect of over 55% in size; some results filed as inactive show a strong effect at the top dose; inactives centre near -15; many of its hits are not listed in these tables
#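 HEK-293-derived GP2 cells expressing PTHR1 and a GloSensor cAMP reporter, 3,000/well, plated overnight, given luciferin plus IBMX (each 0.5 mM as added) for 1 h at 37 °C, then compound for 1 h at 37 °C. Luminescence was read after 15 min at room temperature.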
# Active calls of the source: *; i = inactive; ? = inconclusive; . = not tested or not shown; & = joins results of further samples; [ ] = remark or other dose. Calls come from the whole dose curve; as a rule, active = well fitted curve in the direction sought with a large enough effect; inconclusive = small, poorly fitted or top-dose-only effect, or another doubt; inactive = no such curve, though single readings can be large; an effect the other way counts as inactive or inconclusive. Potency is the fitted concentration of half-maximal effect. This is a subset (hit frequency here may not be typical).
entry	SMILES	EPAC1 agonist	FUS yeast rescue	aSyn rescue	TDP-43 yeast inh
1	CC(/C=C/c1cccc([N+](=O)[O-])c1)=N/NC(=O)c1cccnc1	8%	-15%	17%	16%
2	C/C(CC(=O)Nc1ccc(Cl)c(C(F)(F)F)c1)=N\NC(=O)c1ccccc1O	-15%	.	-2%	18%
3	COc1ccc(C(=O)NCCOc2ccccc2Cl)c(OC)c1OC	-12%	-13%	4%	16%
4	CCN1C(=O)C(CC(=O)Nc2ccc(F)cc2)N(CCCN2CCN(c3ccc(F)cc3)CC2)C1=S (stereo not drawn)	-12%	32%	1%	10%
5	COCc1c(C(=O)OCc2nc3ccsc3c(=O)[nH]2)oc2ccccc12	-1%	-5%	1%	17%
6	CC(C)C(=O)N1CCN(C2=NS(=O)(=O)c3ccccc32)CC1	-1%	-5%	-3%	10%
7	COc1ccc(OCC(=O)NNC(=O)C(=O)Nc2ccc(C)cc2)cc1	9%	-16%	-1%	8%
8	CCOC(=O)Cc1c(Sc2ccccc2)c2ccccc2n1C	2%	.	-23%	20%
9	CC(=O)Nc1ccc(NC(=O)C(C)OC(=O)c2ccc(S(=O)(=O)N3CCCCC3)cc2)cc1 (stereo not drawn)	-8%	20%	9%	-4%
10	C=CCn1c(-c2cccc(S(=O)(=O)N3CCOCC3)c2)n[nH]c1=S	0%	10%	1%	-18%
11	COc1cc(/C=N/n2cnnc2)ccc1OCC(=O)N1CCOCC1	2%	6%	1%	2%
12	COc1ccc(COC(=O)CN2C(=O)NC3(CCCC3)C2=O)cc1F	14%	3%	4%	-20%
13	O=C(CCN1CCC2CCC(C2)C1)c1ccc(F)cc1 (stereo not drawn)	-8%	2%	2%	-3%
14	COc1ccc2nc(-c3ccccc3)cc(C(=O)OCC(=O)N3CC(C)OC(C)C3)c2c1 (stereo not drawn)	-12%	?	3%	22µM*
15	Cc1[nH]nc2c1C(C(C)C)C(C#N)=C(N)O2 (stereo not drawn)	2%	8%	-1%	-17%

entry	EPAC2 antagonist	EPAC1 antagonist	EPAC2 ag	PTHR1 ag
1	5%	2%	-8%	i
2	-6%	?	-2%	-42%[inhibitor]
3	-21%	-6%	-4%	-8%
4	-23%	-28%	-13%	-51%[inhibitor]
5	2%	-8%	1%	i
6	3%	9%	6%	i
7	10%	-2%	-1%	i
8	-17%	?	6%	-36%[inhibitor]
9	-8%	-7%	-9%	i
10	1%	-23%	10%	i
11	17%	5%	2%	i
12	1%	-28%	8%	i
13	0%	-4%	1%	-1%
14	-10%	?	0%	-12%
15	2%[57.1 µM]	30%	4%	-8%[57.5 µM]

# Whole records from above. Order of values: EPAC1 agonist	FUS yeast rescue	aSyn rescue	TDP-43 yeast inh	EPAC2 antagonist	EPAC1 antagonist	EPAC2 ag	PTHR1 ag
# CCOC(=O)Cc1c(Sc2ccccc2)c2ccccc2n1C as listed: 2%	.	-23%	20%	-17%	?	6%	-36%[inhibitor]
# C/C(CC(=O)Nc1ccc(Cl)c(C(F)(F)F)c1)=N\NC(=O)c1ccccc1O as listed: -15%	.	-2%	18%	-6%	?	-2%	-42%[inhibitor]

# The listing continues:
entry	SMILES	EPAC1 agonist	FUS yeast rescue	aSyn rescue	TDP-43 yeast inh
16	CCCCCCCCN1C(=O)[C@H](CC(=O)NCCCN2CCCC2=O)C[C@@]2(C(=O)OCC)CCCC=C12	-2%	?	7%	21%
17	Cc1ccccc1-n1ncc2c(SCC(=O)NC3CCCC3)ncnc21	-6%	-11%	-12%	19%
18	CCCN(CC(=O)Nc1cc(C)on1)CC(=O)Nc1ccc(F)c(F)c1F	4%	.	5%	0%
19	Cc1ccc(C(=O)OCC(=O)N2CCCCCC2)c(O)c1	9%	-2%	3%	-1%
20	Cc1ccc(N2C(=O)C3C4C=CC(CC4)C3C2=O)cc1[N+](=O)[O-] (stereo not drawn)	-6%	-26%	5%	15%
21	COc1ccc(S(=O)(=O)N2CCOC2CNC(=O)C(=O)NCCc2ccc(OC)c(OC)c2)cc1C (stereo not drawn)	0%	.	1%	-5%
22	CCN(NC(=O)C(O)(c1ccc(F)cc1)c1ccc(F)cc1)C(=O)c1ccccc1	9%	-17%	-1%	2%
23	CN(/N=C/C=C/c1ccccc1)C1=NS(=O)(=O)c2ccccc21	-1%	.	-7%	13%
24	O=c1cc(N2CCCCC2)c(-c2ccccc2)nn1Cc1ccc(Cl)cc1	11%	-17%	2%	9%
25	CCOc1ccc(/C=C2\SC(=S)N(CCC(=O)Nc3ccc(C(=O)O)cc3)C2=O)cc1	6%	-20%	3%	10%
26	CCN(CC)CCOC(=O)c1c(C)oc2ccc(O)cc12	4%	13%	4%	1%
27	CCN1CCN(CC2CC3C=CC2C3)CC1 (stereo not drawn)	2%	11%	2%	19%
28	CC(=O)Oc1cc2c(C(=O)NCc3ccncc3)c(C)oc2c2ccccc12	-14%	1%	1%	14%
29	O=C(CSc1ccc(-c2ccco2)nn1)Nc1cccc(F)c1	4%	8%	-2%	?
30	CSc1nnc(NC(=O)C23CC4CC(CC(C4)C2)C3)s1	7%	3%	2%	12%

entry	EPAC2 antagonist	EPAC1 antagonist	EPAC2 ag	PTHR1 ag
16	-13%	-9%	-6%	-23%
17	8%	-1%	-4%	-37%
18	2%	16%	-3%	-7%
19	3%	-15%	11%	-18%
20	-4%	-7%	0%	-1%
21	-1%	-24%	-8%	i
22	0%	-10%	-7%	i
23	-5%	-7%	6%	-12%
24	-5%	2%	14%	-5%[57.5 µM]
25	11%	9%	16%	-30%[inhibitor]
26	-2%	-2%	10%	1%[57.5 µM]
27	8%	-14%	-5%	i
28	-17%	-13%	1%	-22%
29	15%	3%	10%	-43%
30	-7%	6%	8%	-6%

# The list continues.
entry	SMILES	EPAC1 agonist	FUS yeast rescue	aSyn rescue	TDP-43 yeast inh
31	COCCn1nnnc1C(c1cc(OC)ccc1OC)N1CCc2ccccc2C1 (stereo not drawn)	6%	-4%	7%	-9%
32	Cc1cccc(N2CCN(C(=O)CN3C(=O)C4CC=CCC4C3=O)CC2)c1C (stereo not drawn)	-24%	8%	-12%	-12%
33	O=C(CN1CCOCC1)Nc1cccc(Br)c1	3%	24%	0%	-2%
34	COc1cccc2cc(C(=O)CC3(O)C(=O)N(Cc4ccccc4)c4ccccc43)c(=O)oc12 (stereo not drawn)	0%	40%	0%	22%
35	CCCCc1cc(C(=O)Cc2ccccn2)c(O)cc1O	-11%	15%	4%	12%
36	COc1ccc2nc(/N=C\N(C)C)sc2c1	-5%	-9%	-2%	25%
37	CCOc1ccc(C2/C(=C(\O)c3ccc4c(c3)OCCO4)C(=O)C(=O)N2CCN2CCOCC2)cc1OCC (stereo not drawn)	-7%	18%	-5%	-18%
38	CCn1c(NN)nc2sc3c(c2c1=O)CCC3	14%	28%	-7%	-5%
39	C=CCNC(=O)/C(C#N)=C/c1ccccc1Cl	-5%	7%	-1%	-76%[inhibitor]
40	O=C(/C(=N/N=C/c1ccc(O)c(O)c1)c1ccccc1)c1ccccc1	8%	15%	-26%	?
41	CSCCC(C(=O)Nc1c(C)cccc1C)n1c(-c2cc(C)cs2)nc2ccccc21 (stereo not drawn)	-4%	18%	-7%	3%
42	COCCOC(=O)C1=C(C)NC(C)=C(C(=O)OC(C)C)C1c1cccc([N+](=O)[O-])c1 (stereo not drawn)	-17%	10%&31%	1%&0%	?
43	CCO/N=C(/C)c1c(O)cc(C(C)(C)C)n(-c2ccccc2)c1=O	-7%	.	9%	-5%
44	CCn1c(=O)c2cc(C(=O)N(C)CC(OC)OC)sc2c2ccccc21	2%	-2%	5%	?
45	C[C@H](CO)N1C[C@H](C)[C@@H](CN(C)Cc2ccncc2)Oc2c(NC(=O)CCCCCC(=O)Nc3ccccc3N)cccc2C1=O	-6%	18%	-7%	5%

entry	EPAC2 antagonist	EPAC1 antagonist	EPAC2 ag	PTHR1 ag
31	-11%	-8%	-11%	-18%[57.5 µM]
32	0%	-16%	4%	-10%
33	-1%	-21%	9%	-22%[57.5 µM]
34	9%	7%	3%	-19%
35	?	4%	-7%	-87%[inhibitor]
36	0%	-21%	0%	-2%[57.5 µM]
37	0%	7%	-2%	i
38	2%	-20%	7%	-5%[57.5 µM]
39	5%	7%	15%	-22%
40	-12%	?	-5%	-26%
41	9%	14%	7%	8%
42	?	-11%	1%	-24%
43	7%	7%	0%	i
44	-4%	?	3%	i
45	1%	4%	3%	i

# A few values from the results shown.
# entry 41 – EPAC1 antagonist = 14%
# entry 33 – FUS yeast rescue = 24%
# entry 37 – TDP-43 yeast inh = -18%
# entry 40 – EPAC1 agonist = 8%
# entry 31 – EPAC2 ag = -11%

# The listing continues:
entry	SMILES	EPAC1 agonist	FUS yeast rescue	aSyn rescue	TDP-43 yeast inh
46	COCCN1CN=C(NS(=O)(=O)c2ccc(C)cc2)NC1	-4%	-6%&-15%	-11%&-9%	10%&19%
47	CC(C)CC(=O)N1CCC(O)(CS(=O)(=O)Cc2ccccc2)CC1	6%	10%	0%	17%
48	O=C(c1cccs1)N1CCN=C1SCc1ccc(Cl)cc1	3%	0%	1%	5%
49	O=C(NCC1CCCO1)C1c2ccccc2C(=O)N1Cc1ccc2c(c1)OCO2 (stereo not drawn)	-4%	-4%	0%	1%
50	Cc1ccc(C(=O)Nc2ccc(CN3CCCCC3)cc2)c(C)c1	0%	41%	-5%	-18%

entry	EPAC2 antagonist	EPAC1 antagonist	EPAC2 ag	PTHR1 ag
46	4%	3%	-8%	-22%&-23%
47	5%[57.1 µM]	8%	-1%	-8%[57.5 µM]
48	-3%	-11%	5%	-10%
49	-9%	-12%	-2%	?
50	3%	-3%	4%	i

# Reformatted: results already given
49. O=C(NCC1CCCO1)C1c2ccccc2C(=O)N1Cc1ccc2c(c1)OCO2 (stereo not drawn)
47. CC(C)CC(=O)N1CCC(O)(CS(=O)(=O)Cc2ccccc2)CC1
46. COCCN1CN=C(NS(=O)(=O)c2ccc(C)cc2)NC1
50. Cc1ccc(C(=O)Nc2ccc(CN3CCCCC3)cc2)c(C)c1
Compound	49	47	46	50
EPAC1 agonist	-4%	6%	-4%	0%
FUS yeast rescue	-4%	10%	-6%&-15%	41%
aSyn rescue	0%	0%	-11%&-9%	-5%
TDP-43 yeast inh	1%	17%	10%&19%	-18%
EPAC2 antagonist	-9%	5%[57.1 µM]	4%	3%
EPAC1 antagonist	-12%	8%	3%	-3%
EPAC2 ag	-2%	-1%	-8%	4%
PTHR1 ag	?	-8%[57.5 µM]	-22%&-23%	i

# Source: PubChem BioAssay (National Center for Advancing Translational Sciences (NCATS))
